GPR55 beta-arrestin: GPR55 agonists via beta-arrestin recruitment, primary screen, imaging, U2OS cells, beta-arrestin-GFP redistribution (AID 1961); G-protein coupled receptor 55 (Homo sapiens); U2OS GPR55 beta-arrestin-GFP redistribution imaging; higher % means a stronger effect; activation, % at 10 µM; hits with a dose series show EC50 in µM; actives 0.048% (n = 290,000);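 active = activation above 40% with more than 50 cells counted in the well; inconclusive = wells holding fewer than 50 cells, flagged as toxic or sparse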;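 also: U2OS osteosarcoma cells stably expressing GPR55 and beta-arrestin-GFP; plate controls were DMSO negative control for no effect and LPI positive control for full effect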
GPR35 antagonists: GPR35 antagonists blocking zaprinast-driven arrestin recruitment, primary screen, imaging, U2OS, beta-arrestin-GFP, zaprinast agonist (AID 2058) | G-protein coupled receptor 35 (Homo sapiens) | U2OS GPR35 beta-arrestin-GFP translocation imaging, zaprinast antagonism; higher % means a stronger effect | one-dose inhibition, % at 10 µM; IC50 in µM for titrated hits | actives 0.052% (n = 290,000);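 active = inhibition of at least 50% with at least 30 cells and total cytoplasm GFP at most 10,000,000; inconclusive = under 30 cells or total GFP of 10,000,000 plus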
HIV peptide binding: inhibitors of HIV fusion peptide binding, primary screen, biochemical, uHTS, fluorescence dequenching (AID 1986) | inhibition, % at 20 µM; hits with a dose series show IC50 in µM | actives 0.3% (n = 290,000) | cell-free peptide binding, fluorescence dequenching, 30 min; higher % means a stronger effect; in the data active = inhibition mostly above about 52%, no sharp cut-off; inactive = mostly below about 76%; also: some results filed as inactive read as strong as hits
SIAH1 antagonists: Siah-1 peptide-binding antagonists, primary screen, biochemical, fluorescence polarization, rhodamine-plectin, uHTS (AID 1817) | one-dose displacement, % at 20 µM; IC50 in µM for titrated hits | E3 ubiquitin-protein ligase SIAH1 (Homo sapiens) | actives 0.02% (n = 290,000) | Siah-1 / rhodamine-plectin peptide fluorescence polarization; higher % means a stronger effect;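 active = displacement of at least 50% at 20 µM, with a fluorescence ratio check between 0.3 and a set limit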;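 also: plate controls were Siah plus tracer with DMSO for no effect and tracer alone without Siah for full effect; strong numbers were not always called active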
K1F lysis inhibition: inhibition of K1F phage lysis, E. coli UTI89, bacterial capsule biogenesis inhibitors, alamar blue (AID 488966); inhibition, % at 100 µM, or IC50 in µM where a hit was titrated; E. coli UTI89 K1F phage lysis, alamar blue, 2 h; higher % means a stronger effect; actives 0.02% (n = 340,000);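 active = phage lysis inhibition, versus mean bacterial control, above a set limit; inconclusive = no clear call, values can overlap the other calls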;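 also: capsule biogenesis inhibitors block K1F phage lysis so surviving cells raise fluorescence; higher fluorescence means more inhibition of phage lysis; actives were called in the ten point dose series up to 300 µM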
NS5 inhibitors: Dengue-2 NS5 methyltransferase inhibitors, primary screen, biochemical, confirmation dose response (AID 588689); Dengue-2 NS5 methyltransferase capping enzyme assay, biochemical; higher % means a stronger effect; one-dose inhibition, % at 25 µM; IC50 in µM for titrated hits; actives 0.3% (n = 340,000); in the data active = a potency from the dose series; inconclusive = inhibition above about 29% without an active follow-up result
NTR1 ag: agonists of NTR1, primary screen, imaging, U2OS cells, beta-arrestin-GFP, high content (AID 493036); Neurotensin receptor type 1 (Homo sapiens), P30989; NTR1-U2OS beta-arrestin-GFP spot imaging, agonist mode; activation, % at 20 µM; actives 0.17% (n = 330,000);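 active = activation at or above 40% of the spot to cytoplasm intensity ratio, with at least 20 cells analyzed; inconclusive = wells under 20 cells, flagged as cytotoxic or low count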;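 also: 0% = DMSO without peptide and 100% = 100 nM NTR1 peptide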
Target sequence (P30989 whole entry, looked up): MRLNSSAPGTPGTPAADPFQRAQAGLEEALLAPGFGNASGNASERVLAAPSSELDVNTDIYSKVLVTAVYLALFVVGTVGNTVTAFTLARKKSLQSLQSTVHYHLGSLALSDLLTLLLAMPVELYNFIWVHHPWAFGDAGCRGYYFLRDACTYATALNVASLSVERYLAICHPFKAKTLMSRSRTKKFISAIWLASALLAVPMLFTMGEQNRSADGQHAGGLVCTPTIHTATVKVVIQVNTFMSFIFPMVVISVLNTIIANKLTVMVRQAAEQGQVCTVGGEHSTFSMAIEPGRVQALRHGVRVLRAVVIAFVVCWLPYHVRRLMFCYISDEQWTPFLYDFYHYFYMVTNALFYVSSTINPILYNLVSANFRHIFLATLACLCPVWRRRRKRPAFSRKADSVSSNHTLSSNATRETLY
GPR55 LPI antagonism: GPR55 antagonists blocking LPI-driven arrestin recruitment, primary screen, imaging, U2OS, beta-arrestin-GFP, LPI agonist (AID 2013) | G-protein coupled receptor 55 (Homo sapiens) | U2OS GPR55 beta-arrestin-GFP translocation imaging, LPI antagonism; higher % means a stronger effect | one-dose inhibition, % at 10 µM; IC50 in µM for titrated hits | actives 0.13% (n = 290,000);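 active = spots per cell inhibited over 60%, with over 100 cells counted and total cytoplasm intensity under 500,000; inconclusive = wells with under 100 cells, flagged as likely toxic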;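 also: U2OS cells stably carrying GPR55 and arrestin-GFP stimulated by 5 µM LPI near EC80; imaged beta-arrestin-GFP aggregate spots per cell after agonist stimulation; plate controls were LPI-stimulated DMSO wells for no effect and DMSO wells without LPI for full effect; some results filed as inactive read as strong as hits; confirmed hits need IC50 under 10 µM and bright autofluorescent wells are also inconclusive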
AID2073: inhibitors of Mint1-CaV2.2 protein interaction, biochemical, HTRF (AID 2073) | Voltage-dependent N-type calcium channel subunit alpha-1B (Homo sapiens) | HTRF protein-protein interaction, Mint1-CaV2.2; higher % means a stronger effect | inhibition, % at 20 µM; hits with a dose series show IC50 in µM | actives 0.19% (n = 290,000); in the data active = inhibition mostly above about 51%, no sharp cut-off; inconclusive = no clear call, values can overlap the other calls; inactive = mostly below about 53%; also: some results filed as inactive read as strong as hits
NTR1 ag cell count 20 µM: also measured in NTR1 ag; calls as there; cell count; measured here: cell count, cytotoxicity flag
An asterisk follows results filed as active; i = inactive; u = inconclusive; x = no result given; [ ] = remark or other dose.

SMILES	GPR55 beta-arrestin	GPR35 antagonists	HIV peptide binding	SIAH1 antagonists	K1F lysis inhibition	NS5 inhibitors	NTR1 ag	NTR1 ag cell count 20 µM	GPR55 LPI antagonism	AID2073
CC(C)[C@H](NC(=O)NCc1ccc(Cl)cc1)C(=O)O	0.2%	-6%	1.5%	-3%	-0.2%	-3%	-0.4	75	11%	9%
CC(C)CC(=O)Nc1nnc(S(=O)(=O)N(C)c2ccc(Cl)cc2)s1	-0.2%	-6%	1.5%	2%	-0.7%[50 µM]	1%	2.1	85	-3%	0%
C=CCCCCCCCCC(=O)NNC1=CC(=O)CC(C)(C)C1	0.0%	-2%	-1.8%	1%	-0.3%	-2%	0.2	58	1%	3%
CCC(Cc1ccccc1)NC(=O)C1=C(C)C(=O)OC12CCC(C)CC2 (configuration not stated)	0.4%	8%	0.4%	3%	0.1%	-8%	0.9	80	4%	0%
O=C(c1coc(=O)c(Br)c1)N1CCCc2ccccc21	0.3%	7%	0.7%	-3%	1.4%	27%	0.2	38	4%	9%
O=C(NCC1CCCO1)c1cc2c(s1)CCC2 (configuration not stated)	0.3%	0%	-0.8%	7%	-0.4%	-4%	0.4	38	-4%	-2%
CCOCc1nnc(NC(=O)c2ccc(NC(C)=O)cc2)s1	0.0%	-4%	1.1%	4%	0.1%	-2%	0.8	37	-2%	8%
Cc1c(NC(=S)/C=C2\N(C)c3ccccc3C2(C)C)c(=O)n(-c2ccccc2)n1C	0.3%	12%	-0.7%	5%	6.7%	-12%	-0.3	54	26%	-18%
COc1ccc(N2CC(C(=O)Nc3nc4ccc(OC)cc4s3)CC2=O)cc1 (configuration not stated)	-0.1%	-4%	4.6%	-4%	-0.7%	7%	-1.7	41	2%	1%
O=[N+]([O-])c1cc(CN2CCCCCC2)ccc1O	-0.3%	-3%	0.2%	9%	-0.7%	3%	0.0	51	-6%	7%
O=C(CSc1ccc(C(F)(F)F)cc1[N+](=O)[O-])N1CCOCC1	0.2%	13%	0.4%	-3%	i	3%	0.0	69	-2%	1%
COc1ccc(/C=N/NC(=O)c2nonc2C)cc1	-0.3%	0%	1.8%	2%	-0.3%	2%	1.3	41	7%	19%
COc1cc2c(cc1OC)CN(C(=O)CCOc1ccccc1C)CC2	-0.2%	8%	-1.4%	1%	0.2%	-2%	0.2	56	-14%	3%
CC(=O)c1ccc(C(=O)N2CCCC(CNC(=O)c3ccccc3Cl)C2)cc1 (configuration not stated)	-0.1%	2%	0.7%	2%	0.0%	-3%	2.8	57	1%	2%
CC(O)c1n(C)c(Cl)c[n+]1C (configuration not stated)	-0.1%	0%	0.0%	1%	2.1%	4%	-0.6	55	-4%	5%
CCOC(=O)c1oc2ccccc2c1CN1CCN(c2ccccc2)CC1	-0.2%	19%	-1.6%	-1%	-0.7%	-9%	-1.8	92	11%	-9%
Cc1cccc(NCc2nc(SCC(N)=O)n[nH]2)c1	-0.3%	13%	-0.3%	-2%	0.2%	0%	0.2	80	4%	-4%
O=C(COc1ccc(Cl)cc1)NCc1nnc(SCC(=O)Nc2ccccc2)o1	-0.1%	11%	-0.1%	-1%	3.8%	1%	-2.4	90	0%	3%
CCCNC(=O)NS(=O)(=O)c1cnccc1Sc1ccc(Cl)cc1	-0.1%	-3%	4.4%	5%	-0.2%	2%	0.9	47	x	-5%
CC(=O)Nc1cc(C(C)(C)C)c(O)c(C(C)(C)C)c1	-0.1%	7%	3.6%	-1%	0.3%	-2%	2.8	41	-2%	-31%
CN(C)c1ccc(C(C(=O)NC2CCCCC2)N(Cc2ccco2)C(=O)c2snc(C(N)=O)c2N)cc1 (configuration not stated)	-0.2%	-4%	1.2%	0%	0.4%	-3%	4.1	49	6%	2%
CCOC(=O)NC(=O)c1cn(CCN(C)C)c(=O)[nH]c1=O	-0.4%	0%	-3.2%	0%	0.1%	-1%	-0.7	80	7%	5%
CN(Cc1cc(=O)n2ccsc2n1)Cc1nc2ccccc2c(=O)[nH]1	-0.2%	-7%	-1.5%	2%	2.3%	-2%	1.7	49	2%	0%
O=[N+]([O-])c1cccc(/C=N/N2CCN(Cc3ccc(Cl)cc3)CC2)c1	0.2%	4%	1.3%	3%	-1.2%	2%	9.1	40	17%	-12%
COc1cccc(OCc2ccc(Cl)cc2)c1C#N	-0.2%	-1%	0.5%	11%	-1.4%	-5%	1.5	53	-5%	-8%
New compounds follow.
SMILES	GPR55 beta-arrestin	GPR35 antagonists	HIV peptide binding	SIAH1 antagonists	K1F lysis inhibition	NS5 inhibitors	NTR1 ag	NTR1 ag cell count 20 µM	GPR55 LPI antagonism	AID2073
CO/N=C/NC(=O)N1OC[C@@H]2COc3ccc4ccccc4c3[C@@H]21	0.2%	0%	1.2%	4%	0.1%	-6%	3.0	49	1%	3%
Cc1c(-c2n[nH]c(=S)n2-c2ccc(C(F)(F)F)cc2)nnn1-c1ccccc1	0.0%	3%	1.6%	12%	1.0%[50 µM]	4%	1.1	36	13%	-36%
COc1ccc(O)c(C(=O)c2cnc3onc(C(C)C)c3c2)c1	-0.2%	14%	-1.3%	-3%	0.3%	-5%	3.0	92	2%	-1%
Cc1onc(-c2ccccc2)c1C(=O)c1ccccc1	0.3%	13%	-1.2%	4%	0.0%	-1%	1.0	50	94%	-12%
O=C(COC(=O)c1ccccc1)Nc1ccc(Cl)cn1	0.5%	-5%	0.4%	1%	-0.2%	-5%	1.3	50	-6%	9%
CCOc1ccccc1-c1cc(C(=O)N/N=C/c2ccc3c(c2)OCO3)c2ccccc2n1	-0.2%	-3%	-2.0%	1%	-2.2%	9%	x	x	-9%	29%
CCOc1ccc(N(CC(=O)NC2CCCCC2)C(=O)CCC(=O)Nc2ccccn2)cc1	0.0%	11%	0.6%	1%	0.3%	-3%	-0.8	43	22%	-3%
O=C(NC12CC3CC(CC(C3)C1)C2)C1CCCN1C(=O)NC1CCCCC1 (configuration not stated)	0.2%	-4%	1.5%	0%	-0.1%	-5%	0.5	74	15%	3%
Cc1cc(C(=O)N2CCN(c3cc(Cl)ccc3C)CC2)on1	-0.1%	2%	1.0%	-5%	7.0%	-6%	1.0	50	7%	12%
Cc1ccc(C(=O)NNC(=S)NCC2CCCO2)cc1[N+](=O)[O-] (configuration not stated)	-0.1%	3%	0.6%	-1%	1.4%[50 µM]	-9%	3.1	50	18%	-18%
C=CCN(CC=C)C(=S)NC(=O)c1ccc(OC)c(Br)c1	0.4%	16%	-3.8%	-2%	0.7%[50 µM]	-2%	-0.8	43	7%	5%
O=C(N/N=C/c1ccc(Cl)cc1)c1n[nH]c2c1CCCC2	-0.1%	-3%	-2.7%	0%	0.2%	2%	1.6	43	-18%	36%
Cc1nn(-c2ccccc2)c2nc(N)c(C#N)c(-c3ccc(F)cc3)c12	-0.1%	-4%	0.8%	-5%	-0.1%	-14%	14	65	-1%	12%
CCOc1cc(C2C3=C(CCCC3=O)NC3=C2C(=O)CCC3)ccc1OCCO	-0.1%	18%	-1.9%	-1%	0.2%	u	-1.2	33	10%	2%
O=C(c1cc(-c2ccc(Cl)cc2)on1)N1CCN(c2ccccc2)CC1	-0.3%	12%	-1.4%	6%	0.2%	-2%	4.3	61	8%	12%
COc1cc(CC(=O)O)c([N+](=O)[O-])cc1OC	0.9%	8%	0.6%	11%	0.7%	0%	0.0	51	8%	9%
CCNC(=O)C1CC(=O)N(c2ccc(OCC)cc2)C1 (configuration not stated)	-1.0%	22%	-2.6%	1%	0.7%	-3%	1.0	53	-3%	0%
CS(=O)(=O)N(CC(=O)NCc1ccccc1)c1ccc(Cl)cc1	-0.3%	6%	-0.8%	2%	0.1%	4%	-0.5	52	5%	-6%
CC(=O)c1ccc(N(CC(=O)NC2CCCCC2)C(=O)c2csnn2)cc1	0.0%	1%	6.7%	10%	1.6%	-6%	-1.7	30	2%	u
COc1ccc2cc(C(=O)C3CCCN(C(=O)CCc4ccccn4)C3)ccc2c1 (configuration not stated)	-0.1%	10%	1.1%	0%	-0.5%	-4%	1.7	51	0%	23%
COc1cccc(OCc2cc(/C=N/Nc3ccc(C(=O)O)cc3)ccc2OC)c1	0.8%	-4%	44%	-6%	-0.3%	14%	1.2	64	-12%	46%
O=C(COC(=O)c1cccc(Oc2ccccc2)c1)NCc1ccco1	-0.1%	7%	1.8%	1%	2.1%	-1%	-0.5	65	-9%	10%
O=C(Nc1ccc2sccc2c1)c1cccc(N2C(=O)CCC2=O)c1	-0.1%	7%	-1.3%	2%	0.2%	4%	3.9	57	-4%	5%
Cc1cc(/C=C2/NC(=O)NC2=O)c(C)n1-c1sc2c(c1C#N)CCCC2	-0.1%	8%	-2.0%	-5%	-0.8%	-4%	0.6	35	-24%	-3%
Cc1ccc(NC(=O)Cn2nnc(C(=O)NCc3cccs3)c2N)c(C)c1	-0.1%	3%	0.5%	10%	0.4%	4%	1.2	62	-5%	2%
The list continues:
SMILES	GPR55 beta-arrestin	GPR35 antagonists	HIV peptide binding	SIAH1 antagonists	K1F lysis inhibition	NS5 inhibitors	NTR1 ag	NTR1 ag cell count 20 µM	GPR55 LPI antagonism	AID2073
Cc1ccc(C(=O)Nc2cc([N+](=O)[O-])ccc2C)cc1	0.5%	-13%	-0.6%	3%	2.2%	2%	0.3	77	7%	4%
Cc1cccc(OCCN2CCOCC2)c1C	-0.1%	2%	3.1%	3%	-0.7%	-6%	1.3	59	-8%	7%
COc1ccc(-c2nc(/C=C3\C(C)=Nc4ccccc43)c(O)o2)cc1	-0.2%	4%	28%	-2%	0.1%	-29%	14	56	0%	21%
COc1cc(OC)cc(-c2nc(=S)n3ccsc3n2)c1	-0.2%	12%	-0.1%	8%	-0.3%	-1%	1.3	37	23%	32%
O=C(CC1C(=O)NCCN1CC(c1ccccc1)c1ccccc1)NCC1CCOCC1 (configuration not stated)	-0.1%	-2%	7.6%	2%	1.6%[50 µM]	0%	0.2	62	6%	-8%
CCn1c(C)c(C)c2cc(C(=O)NCCCN3CCN(C)CC3)ccc21	0.1%	-2%	1.0%	-6%	-3.6%	-3%	-0.6	57	6%	6%
Cn1c(=O)n(C)c2cc(NC(=O)c3ccccc3[N+](=O)[O-])c(Br)cc21	-0.1%	8%	-1.3%	-4%	0.3%	2%	-0.4	47	-1%	-6%

Screening data: PubChem, several laboratories
